Bioassay records from PubChem.
MsrA inh: bovine MsrA enzyme inhibitors, primary screen, biochemical, absorbance, HTS | 360,000 tested, 0.75% active | inhibition, % at 15.5 µM | Methionine sulfoxide reductase A (Bos taurus) | purified bovine MsrA, absorbance read-out | AID 651718, 2012; in the data active = inhibition above about 4.5%;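 note: 0% = vehicle wells with enzyme and 100% = reference inhibitor wells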
Active calls of the source: *. Only part of the results is shown (hit frequency here may not be typical).

The first three records (preview)
SMILES	MsrA inh
COc1cccc(CNC(=O)[C@H]2CCCN2C(=O)[C@H]2CCCN2C(=O)C2CCCCC2)c1	-0.2
CCOc1cc(OCC)cc(C(=O)N2CCC[C@@H]2C(=O)N2CCC[C@H]2C(=O)NCc2ccccc2)c1	0.6
O=[N+]([O-])c1cc(S(=O)(=O)NCc2ccco2)ccc1NN=Cc1ccccn1	-0.2

The whole of this part (from the top)
SMILES	MsrA inh
COc1cccc(CNC(=O)[C@H]2CCCN2C(=O)[C@H]2CCCN2C(=O)C2CCCCC2)c1	-0.2
CCOc1cc(OCC)cc(C(=O)N2CCC[C@@H]2C(=O)N2CCC[C@H]2C(=O)NCc2ccccc2)c1	0.6
O=[N+]([O-])c1cc(S(=O)(=O)NCc2ccco2)ccc1NN=Cc1ccccn1	-0.2
CCOC(=O)N[C@H](C(=O)N1CCC[C@H]1C(=O)NCc1ccccc1)C(C)C	0.4
C/C(=N\NC(=O)C1CC1)c1ccc(NC(=O)c2ccc(Br)o2)cc1	-1.3
CCOCCCn1c(=N)c(C(=O)NCc2ccc3c(c2)OCO3)cc2c(=O)n3ccccc3nc21	0.2
CCCCN1CC(COc2ccc(OC)cc2)OCCS1(=O)=O (stereo not given)	-0.8
Cc1cc(=O)[nH]c(N/N=C/c2cccc([N+](=O)[O-])c2)n1	0.6
O=C(N[C@H](C(=O)N1CCC[C@H]1C(=O)NCCc1ccccc1Cl)c1ccccc1)c1ccc(Cl)c(Cl)c1	-0.9
CC(C)C[C@H](NC(=O)c1nccs1)C(=O)N1CCC[C@H]1C(=O)NCc1ccccc1	-0.5
Cc1cc(O)cc(=O)n1-c1cc(F)c(F)c(F)c1	1.0
CC1CCCN(C(=O)Nc2ccc([N+](=O)[O-])cc2)C1 (stereo not given)	2.2
O=S1(=O)CC(N2CCC(c3ccccc3)CC2)CN1Cc1cn(Cc2ccc(C(F)(F)F)cc2)nn1 (stereo not given)	0.4
COC(=O)[C@H](Cc1ccccc1)N[C@H](c1ccc(OC)cc1)[C@@H](O)Cc1ccccc1	-0.7
O=C(c1ccccc1)C12COc3ccccc3C1ON=C2c1ccccc1 (stereo not given)	-0.9
O=c1cc(CN2CCCC2)c2ccccc2o1	1.0
O=C(Cn1nc(-c2ccccc2)ccc1=O)Nc1cccc(NC(=O)c2ccccn2)c1	0.5
C[C@H](O)[C@@H]1CN2CCc3c([nH]c4ccccc34)[C@@H]2C[C@@H]1N(C)CC1CCCCC1	-1.1
COC(=O)[C@]12C[C@H](CC(=O)NCCc3ccccc3OC)C(=O)N(Cc3ccc4c(c3)OCO4)C1=C[C@H](C(C)(C)C)O[C@@H]2C	0.6
C[C@H](CO)N1C[C@H](C)[C@H](CN(C)C(=O)Nc2ccc3c(c2)OCO3)OCc2cnnn2CCCC1=O	0.3
COc1ccc(C(C)=O)cc1CSC(=S)N1CCSCC1	-1.1
COC(=O)c1ccc(CN2C(=O)[C@]3(OCCC=C[C@H]3C)c3c(Br)cccc32)cc1	1.8
CCNC(=O)N1CCN(c2ccc(N3CCN(Cc4ccccc4)[C@H](C)C3)c(C)c2)[C@@H](C)C1	0.5
Cc1cc(C)n(CCNC(=O)[C@@H](Cc2ccccc2)NC(=O)[C@H]2O[C@@H](n3ccc(=O)[nH]c3=O)[C@H](O)[C@@H]2O)n1	0.7
NC(=O)C[C@@H]1NC(=O)c2cc([N+](=O)[O-])cc(F)c2NCCCC[C@@H](C(N)=O)NC(=O)[C@H](CO)NC1=O	2.7

Quoted at random: 7 compounds from above, in no set order.
SMILES	MsrA inh
COc1cccc(CNC(=O)[C@H]2CCCN2C(=O)[C@H]2CCCN2C(=O)C2CCCCC2)c1	-0.2
C[C@H](O)[C@@H]1CN2CCc3c([nH]c4ccccc34)[C@@H]2C[C@@H]1N(C)CC1CCCCC1	-1.1
CCCCN1CC(COc2ccc(OC)cc2)OCCS1(=O)=O (stereo not given)	-0.8
O=C(c1ccccc1)C12COc3ccccc3C1ON=C2c1ccccc1 (stereo not given)	-0.9
CCOCCCn1c(=N)c(C(=O)NCc2ccc3c(c2)OCO3)cc2c(=O)n3ccccc3nc21	0.2
NC(=O)C[C@@H]1NC(=O)c2cc([N+](=O)[O-])cc(F)c2NCCCC[C@@H](C(N)=O)NC(=O)[C@H](CO)NC1=O	2.7
CCNC(=O)N1CCN(c2ccc(N3CCN(Cc4ccccc4)[C@H](C)C3)c(C)c2)[C@@H](C)C1	0.5

Other results
SMILES	MsrA inh
Cc1cc2c(nc1C)CCCN2Cc1ccccn1	-0.4
Cc1cccc(-c2cccc3[nH]c4c(c23)CCN2C(=O)[C@H]3[C@H](C)ON(C)[C@H]3C[C@@H]42)c1	-0.2
C=CCN=C1NC(CCc2ccccc2)C(C(=O)OC)=C(C)N1Cc1ccccc1C(F)(F)F (stereo not given)	-1.6
CC(C)CNc1ccc2c(c1)OC[C@H](C)NS2(=O)=O	0.3
C#CCN1CC(COc2ccccc2)Oc2cccc(Oc3ccc(C(C)C)cc3)c2S1(=O)=O (stereo not given)	0.2
CN1C(=O)[C@@]2(O[C@H]3c4ccccc4C=CN3C3=C2C(=O)CCC3)c2ccccc21	1.6
N#Cc1ccc(OCC(=O)N[C@@H](Cc2ccccc2)c2nc3ccccc3[nH]2)cc1	-0.9
O=C(N[C@H](C(=O)N1CCC[C@H]1C(=O)NCc1ccccc1)C1CCCCC1)c1ccc(Cl)c(Cl)c1	1.6
C=CCN=C1NC(c2ccccc2C(F)(F)F)C(C(=O)OC)=C(C)N1Cc1ccccc1C(F)(F)F (stereo not given)	0.0
CCOC(=O)C1=CCN(S(=O)(=O)c2ccc(Br)cc2)C1c1ccc(Br)cc1 (stereo not given)	0.1
COC(=O)CC#C[C@@H](C)[C@H](NS(=O)(=O)c1ccc(C)cc1)C(C)(C)C	1.3
Cc1oc2c(c(C)nn2-c2ccccc2)c(=O)c1Cl	0.9
CCOC(=O)/C=C/c1ccccc1O	1.2
Cc1ccc2nc3n(c(=O)c2c1)-c1cc(Cl)ccc1C(=O)NC3Cc1ccccc1 (stereo not given)	-1.2
O=C(Nc1cccc(F)c1)c1ccc(-c2ccccc2C(F)(F)F)o1	-0.1
Cc1cccn2c(=O)c(C=NCCO)c(Nc3ccc(Cl)cc3)nc12	-0.3
COC(=O)c1ccc2nc(-c3ccccc3)c(Cc3ccccc3)n2c1	-0.6
Cc1ccc(NC(=O)Cc2nnc(SCC(=O)c3ccc(Br)cc3)n2C)cc1Cl	-0.7
O=[N+]([O-])c1cccc(NC(=S)Nc2nc(-c3ccc(Cl)cc3Cl)cs2)c1	1.3
COCCN1Cc2cc(C(=O)OC)c3c(c2C1=O)c1ccccc1n3S(=O)(=O)c1ccc(C)cc1	0.7
COC(=O)c1ccc(/C=N/NC(=O)CCSc2nc3ccccc3s2)cc1	-1.0
CCCCc1c(-c2ccccc2OC)ncn1C(C)c1ccc(Cl)cc1 (stereo not given)	0.1
CC1(C)CC(=O)C=C(c2ccccc2F)C1=O	-0.8
CCOC(=O)C1=CCN(S(=O)(=O)c2ccccc2F)C1c1ccc(Br)cc1 (stereo not given)	-0.8
N#Cc1ccc(COC(=O)c2ccccn2)cc1	2.2
The results go on.
SMILES	MsrA inh
CCOC(=O)C(C)c1c(C(=O)c2ccc(C)nc2)c2ccccc2n1C (stereo not given)	3.2
Nc1[nH]c(C(=O)c2ccccc2)c(-c2ccccc2C(F)(F)F)c1C(=O)c1c[nH]c2ccccc12	0.6
Clc1ccc2[nH]c3c(NCC4CCCO4)ncnc3c2c1 (stereo not given)	0.8
COC(=O)[C@]12C[C@H](CC(=O)NCC3CCCCC3)C(=O)N(Cc3ccccc3)C1=C[C@H](C(C)(C)C)O[C@@H]2C	0.9
CC(C)CNc1cccc2c1S(=O)(=O)N[C@@H](CC(C)C)CO2	-0.1
Cc1ccc(-n2c(C)c([N+](=O)[O-])c3ccc(O)cc32)cc1	1.3
O=C(O)CCCC(=O)OCCCc1cc2ccccc2c(=O)o1	0.2
C[C@@H]1COc2cc(N3CCCCC3)ccc2S(=O)(=O)N1	-0.7
O=S(=O)(c1ccc(F)cc1)N1CCCc2nc(-c3ccc(Br)cc3)ccc21	-0.7
COc1ccc(-c2cc(NC(=O)Cc3c[nH]c4ccccc34)ccc2Nc2cccnc2)cc1F	0.8
COc1ccc(/C=N\NC(=O)c2cccc([N+](=O)[O-])c2)cc1Cn1cc([N+](=O)[O-])cn1	3.7
O=C(Cc1c[nH]c2ccccc12)Nc1ccc(Nc2ccncc2)cc1	0.9
COC(=O)C1=C(C(=O)OC)C2CCCC1C1N=NN(c3ccccc3)C21 (stereo not given)	-0.1
C[C@@H]1CCCCO[C@@H](CN(C)C(=O)Nc2ccc(C(F)(F)F)cc2)[C@@H](C)CN([C@H](C)CO)C(=O)c2cc(NS(=O)(=O)c3ccc(Cl)cc3)ccc2O1	0.2
Cc1cccc(CN2[C@@H](C)[C@H](c3ccccc3)Oc3cc(Br)ccc3S2(=O)=O)c1	-1.3
C=CCN1C[C@H](COC(=O)CSc2ccccc2)Oc2cccc(F)c2S1(=O)=O	0.1
Cc1cc(N2CCN(S(C)(=O)=O)C[C@@H]2C)ccc1N1CCN(Cc2ccccc2)[C@@H](C)C1	-0.7
CCN(CC)C(=O)c1ncn2c1C(=O)N[C@@H](C)C2	0.7
Nc1ccc(F)c(CN2CCN(c3ncc(Cc4ccccc4)cn3)CC2)c1	0.6
O=C(NCc1ccccc1)[C@@H]1CCCN1C(=O)[C@H]1CCCN1C(=O)c1ccccc1Cl	-0.6
CCCN1CCCCC(NC(=O)COCc2ccccc2)C1=O (stereo not given)	0.8
O=C(Cn1cc(COC(=O)c2c3ccccc3cc3ccccc23)nn1)c1ccc(O)cc1	1.7
C[C@H](CO)N1C[C@H](C)[C@@H](CN(C)C(=O)Nc2ccc3c(c2)OCCO3)OCc2cn(nn2)CCCC1=O	0.4
COc1cc(OC)c(NC(=O)C(Sc2nc(C)cc(C)c2C#N)c2ccccc2)cc1Cl (stereo not given)	0.6
COC(=O)C1=C(C)N(Cc2ccc(Cl)cc2)C(=S)NC1c1ccc(Br)cc1 (stereo not given)	2.2
The list continues.
SMILES	MsrA inh
CSc1ncc(Cl)c(C(=O)Nc2sc3c(c2C(=O)NCc2ccco2)CCCC3)n1	1.4
O=C(NC1CCCC1)[C@@H]1CCCN1C(=O)[C@@H](NS(=O)(=O)c1ccc(F)cc1F)C1CCCCC1	0.2
CN(C)C(=O)C[C@H]1C[C@@H]2c3cc(NC(=O)NC4CCCC4)ccc3O[C@@H]2[C@@H](CO)O1	0.2
COCc1[nH]nc2c1C(c1ccc3c(c1)OCO3)N(c1ccc(OC)cc1)C2=O (stereo not given)	1.2
COC(=O)C1=C(C)N(Cc2ccccc2C(F)(F)F)C(=NCc2ccc(C(F)(F)F)cc2)NC1c1ccc(Cl)cc1 (stereo not given)	-0.3
C[C@H](O)[C@@H]1C(=O)N2CCc3c([nH]c4c(-c5ccccc5)cccc34)[C@@H]2C[C@@H]1N(C)C(=O)c1ccccc1F	1.2
Cc1nn(CC(=O)NCc2ccc(OC(C)C)cc2)c(=O)c2cc3occc3n12	-1.2
COc1ccc(C(=O)C(=O)N2CCN(C(=O)c3cc(C(F)(F)F)cc(C(F)(F)F)c3)CC2)cc1OC	1.1
O=C(N[C@H](Cc1ccccc1)C(=O)N1CCN(c2ncccn2)CC1)[C@H]1O[C@@H](n2ccc(=O)[nH]c2=O)[C@H](O)[C@@H]1O	1.8
CC(C)CC1NC(=O)c2ccc(Cl)cc2-n2c1nc1ccc(Cl)cc1c2=O (stereo not given)	0.4
O=C(NCc1ccccc1)[C@@H]1CCCN1C(=O)[C@H]1CCCN1C(=O)c1ccc(Cl)c(Cl)c1	-0.1
O=C1NC(Cc2ccc(O)cc2)c2nc3ccc(Cl)cc3c(=O)n2-c2ccc(Cl)cc21 (stereo not given)	-0.8
COC(=O)c1cc2c(c3c4cc(OC)ccc4n(S(=O)(=O)c4ccc(OC)cc4)c13)C(=O)N(C1CCCCC1)C2	0.5
O=C(CSc1ccc(-c2cccnc2)nn1)N1CCCc2ccccc21	-1.1
COC(=O)C(Cc1ccc(O)cc1)NS(=O)(=O)Cc1ccccc1 (stereo not given)	-1.1
O=C(NC1CCCCC1)OC[C@@H]1CSCCS(=O)(=O)N1	2.0
CC(C)[C@H](NC(=O)c1cccs1)C(=O)N1CCC[C@H]1C(=O)NCc1ccccc1	0.1
Nc1[nH]c(C(=O)c2ccccc2)c(-c2ccc(Cl)c(F)c2)c1C(=O)c1c[nH]c2ccccc12	0.2
Clc1cccc2c1C1CC2CCN1Cc1ccccc1 (stereo not given)	-1.2
Cc1ccc2c(=O)n3c(nc2c1)C(Cc1ccccc1)NC(=O)c1cc(Cl)ccc1-3 (stereo not given)	0.9
O=C(CC1CCCC1)N[C@H](C(=O)N1CCC[C@H]1C(=O)NCc1ccccc1)c1ccccc1	-1.1
COCC1CN(CCc2ccc(F)cc2)S(=O)(=O)c2c(F)cccc2O1 (stereo not given)	1.4
C[C@H](O)[C@@H]1CN2CCc3c([nH]c4c(-c5ccccc5)cccc34)[C@@H]2C[C@@H]1N(C)C(=O)Nc1ccccc1	0.6
COC(=O)c1cc2c(c3c4cc(OC)ccc4n(S(=O)(=O)c4ccccc4)c13)C(=O)N(Cc1ccc(C(F)(F)F)cc1)C2	0.3
O=C1CCCCC1CCS(=O)(=O)NCc1ccccc1 (stereo not given)	-0.8
C[C@@H]1CN([C@@H](C)CO)C(=O)CCCn2cc(nn2)CO[C@H]1CN(C)C(=O)NC1CCCCC1	-0.9

Rewritten comma-delimited: entries from further up.
SMILES,MsrA inh
O=C(NCc1ccccc1)[C@@H]1CCCN1C(=O)[C@H]1CCCN1C(=O)c1ccc(Cl)c(Cl)c1,-0.1
CC(C)[C@H](NC(=O)c1cccs1)C(=O)N1CCC[C@H]1C(=O)NCc1ccccc1,0.1
